Rac1 GTP hydrolysis: MgcRacGAP GTPase-activating activity inhibitors, confirmation, biochemical, ADP Hunter fluorescence; MgcRacGAP-stimulated Rac1 GTP hydrolysis, ADP Hunter fluorescence; higher % means a stronger effect; GST-tagged Rac1 F28L mutant substrate; one-dose inhibition, % at 30 µM; IC50 in µM for titrated hits; hit rate 0.6% among 340,000; AID 624330;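 active = first-screen hits whose inhibition reached a set limit at any dose in the follow-up dose series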;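 also: fluorescence reports GDP produced by GAP-driven GTP hydrolysis; strong numbers were not always called active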
NTR1 ag: agonists of NTR1, primary screen, imaging, U2OS cells, beta-arrestin-GFP, high content (AID 493036); P30989; NTR1-U2OS beta-arrestin-GFP spot imaging, agonist mode; activation, % at 20 µM; hit rate 0.17% among 330,000;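 active = activation at or above 40% of the spot to cytoplasm intensity ratio, with at least 20 cells analyzed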;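 also: 0% = DMSO without peptide and 100% = 100 nM NTR1 peptide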
Target sequence (P30989 whole entry, looked up): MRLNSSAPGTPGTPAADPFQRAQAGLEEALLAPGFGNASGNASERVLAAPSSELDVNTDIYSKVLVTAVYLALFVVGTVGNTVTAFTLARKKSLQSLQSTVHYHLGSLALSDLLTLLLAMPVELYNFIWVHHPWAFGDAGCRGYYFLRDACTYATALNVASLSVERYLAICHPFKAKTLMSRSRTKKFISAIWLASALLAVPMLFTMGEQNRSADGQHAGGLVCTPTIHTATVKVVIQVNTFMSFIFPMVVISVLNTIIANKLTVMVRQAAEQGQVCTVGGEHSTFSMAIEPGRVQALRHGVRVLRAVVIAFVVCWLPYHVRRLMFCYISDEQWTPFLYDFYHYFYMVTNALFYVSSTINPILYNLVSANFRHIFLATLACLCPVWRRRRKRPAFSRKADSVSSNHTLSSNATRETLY
NTR1 ag cell count 20 µM: also measured in NTR1 ag; calls as there; cell count; measured here: cell count, cytotoxicity flag
The depositor's hits bear a star.

SMILES	Rac1 GTP hydrolysis	NTR1 ag	NTR1 ag cell count 20 µM
CCN(CC)C(=O)[C@H]1C[C@H](CC(=O)NCCCn2ccnc2)C(=O)N2CCc3c([nH]c4cc(CCC(=O)N(C)C)ccc34)[C@]12C	-2%	0.2	54
CCN1C(=O)[C@H]2[C@H]3CN=C(SCc4ccc(C)cc4)N3[C@@](Cc3ccccc3)(C(=O)OC)[C@H]2C1=O	12%	1.2	56
CN(c1ccccc1)S(=O)(=O)c1ccc(Cl)c(C(=O)Nc2ccccc2N2CCOCC2)c1	1%	4.0	64
CC(Sc1nnc(N)s1)C(=O)Nc1ccc2c(c1)OCO2 (stereo not given)	1%	2.0	58
O=C1COc2ccc(C(=O)COC(=O)c3nc(Cl)ccc3Cl)cc2N1	6%	-0.8	47
O=c1oc2ccccc2c2c1cnc1ccccc12	8%	0.9	66
COc1ccc(CNCCS(=O)(=O)NN2CCOCC2)cc1	20%	1.2	55
CCOC(=O)C1=CN(Cc2ccco2)S(=O)(=O)NC1CC (stereo not given)	14%	-1.3	48
CC[C@]12c3[nH]c4ccc(OC)cc4c3CCN1C(=O)C(CC(=O)NCCCOC)C[C@@H]2C(=O)N1CCN(C(=O)c2ccco2)CC1 (stereo not given in full)	10%	1.1	59
C=CCN1CCS(=O)(=O)N(Cc2ccccc2)[C@@H](C(C)C)C1=O	3%	0.7	69
Cc1ccc(S(=O)(=O)N2C[C@@H]3[C@H]4CC[C@H](C4)[C@@H]3[C@@H](C)[C@@H]2c2cn(Cc3ccccc3)c3ccc(F)cc23)cc1	9%	0.9	59
Cc1ccc(NC(=O)COC(=O)c2ccc(CN3CCCC3=O)cc2)cc1C	7%	0.4	69
CCCCNS(=O)(=O)CCNCc1ccco1	3%	-0.8	62
COC(OC)C1Nc2ccccc2C(=O)N1c1ccc(F)cc1 (stereo not given)	4%	1.3	56
Cc1ccc(NC(=O)CSc2ccccc2)cc1S(=O)(=O)N1CCOCC1	5%	1.1	67
COc1ccc(N2CCN(C(=O)COC(=O)CSc3ccccc3)CC2)cc1	19%	-0.6	61
COc1ccc(OC)c(NS(=O)(=O)c2cc3c4c(c2)CCN4C(=O)CC3)c1	11%	-1.9	47
O=C(COC(=O)Cn1[nH]c(=O)c2ccccc2c1=O)Nc1ncc(Cl)cc1Cl	6%	-0.9	58
COc1ccc(NC(=O)CN(C)CC(=O)NCCc2ccc(F)cc2)cc1	2%	-1.0	80
CC1CCCCC12NC(=O)N(CC(=O)Nc1ccc(Cl)c(S(=O)(=O)N3CCOCC3)c1)C2=O (stereo not given)	3%	0.1	55

Just NTR1 ag cell count 20 µM, for some of the entries so far:
SMILES | NTR1 ag cell count 20 µM
Cc1ccc(NC(=O)CSc2ccccc2)cc1S(=O)(=O)N1CCOCC1 | 67
O=C(COC(=O)Cn1[nH]c(=O)c2ccccc2c1=O)Nc1ncc(Cl)cc1Cl | 58
O=C1COc2ccc(C(=O)COC(=O)c3nc(Cl)ccc3Cl)cc2N1 | 47
Cc1ccc(S(=O)(=O)N2C[C@@H]3[C@H]4CC[C@H](C4)[C@@H]3[C@@H](C)[C@@H]2c2cn(Cc3ccccc3)c3ccc(F)cc23)cc1 | 59
COc1ccc(OC)c(NS(=O)(=O)c2cc3c4c(c2)CCN4C(=O)CC3)c1 | 47
CCN(CC)C(=O)[C@H]1C[C@H](CC(=O)NCCCn2ccnc2)C(=O)N2CCc3c([nH]c4cc(CCC(=O)N(C)C)ccc34)[C@]12C | 54
Cc1ccc(NC(=O)COC(=O)c2ccc(CN3CCCC3=O)cc2)cc1C | 69

Following part.
SMILES	Rac1 GTP hydrolysis	NTR1 ag	NTR1 ag cell count 20 µM
CC1CCCCC1NC(=O)COC(=O)c1ccc([N+](=O)[O-])o1 (stereo not given)	7%	-0.1	66
O=C(COCc1ccccc1)N[C@@H]1c2ccccc2CC[C@H]1OCc1ccccc1	6%	1.7	50
CC[C@]12c3[nH]c4ccc(Cl)cc4c3CCN1C(=O)[C@@H](CC(=O)NCCCn1ccnc1)C[C@@H]2C(=O)N1CCN(C(=O)c2ccco2)CC1	11%	0.4	63
CCC(Oc1ccccc1)C(=O)N(CC)CC(=O)NCc1ccc(F)cc1 (stereo not given)	0%	-0.6	80
O=c1c2ccccc2oc2c1oc1ccccc12	9%	2.2	66
CCOc1cc(C(=O)N(CC)CC(=O)Nc2c(F)cccc2F)ccc1OCC(=O)N1CCOCC1	1%	-0.1	59
CCOc1ccc(C(C)=O)cc1COC(=O)c1ccccc1C(=O)N(C)Cc1ccccc1	3%	3.1	51
CCOC(=O)C1C(C(=O)OC)=C(c2ccc(F)cc2)c2ccccc2N1S(=O)(=O)C(F)(F)F (stereo not given)	6%	-0.3	78
CCC(CC)NC(=O)CN1CCN(S(=O)(=O)c2ccc(Br)s2)CC1	3%	2.3	53
O=C(CCN1C(=O)C2CC=CCC2C1=O)Nc1ccc(S(=O)(=O)N2CCCCC2)cc1 (stereo not given)	5%	0.5	53
COc1ccc2[nH]c3c(c2c1)CCN1C(=O)C(CC(=O)NCCC2=CCCCC2)C[C@H](C(=O)N2CCOCC2)[C@@]31CCC1CCCC1 (stereo not given in full)	6%	13	79
Cc1ccc(C(=O)NCC(=O)OCC(=O)NC(C)C2CC3CCC2C3)cc1 (stereo not given)	-4%	2.9	73
Cc1ccc(NC(=O)CCN2C(=O)NC3(CCCC3)C2=O)cc1	3%	-1.0	55
CN(C)C(=O)CCc1ccc2c3c([nH]c2c1)[C@]1(C)[C@@H](C(=O)N2CCOCC2)C[C@H](CC(=O)NC(C)(C)C)C(=O)N1CC3	8%	-1.0	62
CC(Sc1ccc(S(=O)(=O)N2CCCCCC2)cn1)C(N)=O (stereo not given)	6%	-1.0	69
CC1CCN(C(=O)COC(=O)CCC(=O)c2cccs2)CC1	6%	0.0	66
CCOC(=O)C1=CN(Cc2cccc(-c3ccc(Cl)nc3)c2)S(=O)(=O)N(C)C1C (stereo not given)	9%	0.5	81
COc1ccc(C2CC(c3cccc(F)c3)=NN2c2ccc(S(N)(=O)=O)cc2)cc1 (stereo not given)	7%	18	69
Cc1ccc(CC(NC(=O)C2CCCCC2)C(=O)O)cc1 (stereo not given)	10%	2.4	59
COc1ccccc1OCCNc1ccc(S(=O)(=O)N2CCCC2)cn1	7%	-1.7	71

An excerpt of these results, in CSV form.
Structure,Rac1 GTP hydrolysis,NTR1 ag,NTR1 ag cell count 20 µM
CC1CCN(C(=O)COC(=O)CCC(=O)c2cccs2)CC1,6%,0.0,66
CCOC(=O)C1=CN(Cc2cccc(-c3ccc(Cl)nc3)c2)S(=O)(=O)N(C)C1C (stereo not given),9%,0.5,81

7 entries from above, set out differently.
SMILES | Rac1 GTP hydrolysis | NTR1 ag | NTR1 ag cell count 20 µM
COc1ccc2[nH]c3c(c2c1)CCN1C(=O)C(CC(=O)NCCC2=CCCCC2)C[C@H](C(=O)N2CCOCC2)[C@@]31CCC1CCCC1 (stereo not given in full) | 6% | 13 | 79
Cc1ccc(C(=O)NCC(=O)OCC(=O)NC(C)C2CC3CCC2C3)cc1 (stereo not given) | -4% | 2.9 | 73
Cc1ccc(NC(=O)CCN2C(=O)NC3(CCCC3)C2=O)cc1 | 3% | -1.0 | 55
CN(C)C(=O)CCc1ccc2c3c([nH]c2c1)[C@]1(C)[C@@H](C(=O)N2CCOCC2)C[C@H](CC(=O)NC(C)(C)C)C(=O)N1CC3 | 8% | -1.0 | 62
CC(Sc1ccc(S(=O)(=O)N2CCCCCC2)cn1)C(N)=O (stereo not given) | 6% | -1.0 | 69
CC1CCN(C(=O)COC(=O)CCC(=O)c2cccs2)CC1 | 6% | 0.0 | 66
CCOC(=O)C1=CN(Cc2cccc(-c3ccc(Cl)nc3)c2)S(=O)(=O)N(C)C1C (stereo not given) | 9% | 0.5 | 81

(next part)
SMILES	Rac1 GTP hydrolysis	NTR1 ag	NTR1 ag cell count 20 µM
CCCCN(C(=O)c1cc(-c2ccc(F)cc2)nc2ccccc12)c1c(N)n(CCCC)c(=O)[nH]c1=O	8%	4.1	66
CCCCN1C(=O)N(CCc2ccc(F)cc2)S(=O)(=O)c2cc(C(F)(F)F)ccc21	7%	4.1	72
O=C(COc1cc(F)ccc1[N+](=O)[O-])Nc1cc(S(=O)(=O)N2CCCC2)ccc1Cl	-2%	6.7	64
COc1ccc(CNC(=O)C[C@H]2C[C@H](C(=O)N3CCCCC3)[C@@]3(C)c4[nH]c5ccc(Cl)cc5c4CCN3C2=O)cc1OC	8%	1.6	69
O=C(C1CC(=O)N(C2CCCC2)C1)N1CCN(c2cccc(C(F)(F)F)c2)CC1 (stereo not given)	-2%	1.8	78
CC1(C2(O)CCCCC2)NCCc2ccccc21 (stereo not given)	19%	2.4	66
O=C1C[C@@H]2CCN3C(=O)CCC[C@@H]([C@H]23)[C@H]1Cc1ccccc1	8%	1.1	61
CCOC(=O)C1=CN(CC)S(=O)(=O)NC1c1cccc(OC)c1 (stereo not given)	4%	0.7	77
Cc1cc(N2O[C@H]3C=C[C@@H]2C3)no1	7%	1.5	58
CCN(CC)c1ccc(NC(=O)COC(=O)C2CCN(c3ccc(C(F)(F)F)cn3)CC2)cc1	7%	2.6	52
CC(C)N(C(=O)[C@H]1C[C@H](CC(=O)NCCCN(C)C)C(=O)N2CCc3c([nH]c4cc(-c5ccco5)ccc34)[C@]12C)C(C)C	10%	1.6	102
COc1cc(OC)cc(C(=O)NNC(=O)c2ccc3ccccc3n2)c1	5%	2.1	53
O=C(COC(=O)Cn1cnc2ccccc2c1=O)NCc1ccccc1	10%	2.1	54
Cc1ccc(NC(=O)c2ncn(CC(=O)NCc3nc4ccccc4[nH]3)n2)cc1C	0%	3.1	56
C[C@]12c3[nH]c4ccc(Cl)cc4c3CCN1C(=O)[C@@H](CC(=O)NCCc1ccccn1)C[C@@H]2C(=O)N1CCCCC1	11%	0.3	45
N#Cc1ccccc1S(=O)(=O)N1CCN(CC(=O)Nc2ccnn2C2CCCC2)CC1	4%	-1.4	55
COC(=O)c1cc(C(=O)OCC(=O)c2ccc3c(c2)NC(=O)CO3)cc([N+](=O)[O-])c1	8%	-0.3	56
O=C(COc1ccc([N+](=O)[O-])cc1Cl)N(C1CCCCC1)C1CCS(=O)(=O)C1 (stereo not given)	6%	1.1	55
Cc1ccc(S(=O)(=O)N2CCOCC2)cc1NC(=O)CNc1ccccc1N1CCCC1=O	-3%	-1.6	59
O=C(CCCOC(=O)c1ccc(O)cc1O)c1ccc(Br)cc1	-2%	6.7	54
CN(CC(=O)Nc1ccccc1Cl)C(=O)Cn1cnc2ccccc2c1=O	6%	1.5	61
O=C(C[C@H]1C[C@H](C(=O)N2CCCCC2)[C@@]2(CCc3ccccc3)c3[nH]c4ccc(Cl)cc4c3CCN2C1=O)NCc1ccco1	6%	0.1	65
O=C1OCCN1C(=O)[C@H]1[C@H](c2ccccc2)C(c2ccc(F)cc2)=NN1c1ccccc1	-1%	10	54
COc1ccc(C(=O)OCC(=O)N2CC(=O)Nc3ccccc32)cc1Br	2%	0.3	56
COc1ccccc1/C=C/C(=O)OCC(=O)NC1CC1	3%	-1.1	71
NS(=O)(=O)c1ccc(CCNC(=O)COC(=O)/C=C/c2ccc(OC(F)F)cc2)cc1	2%	2.0	64
CC(Sc1nnc(N)s1)C(=O)c1c(N)n(C)c(=O)n(C)c1=O (stereo not given)	12%	-0.2	58
O=S(=O)(c1ccc(Br)cc1)c1nc(-c2ccco2)oc1NCCCn1ccnc1	8%	0.3	63
COc1ccc(C(=O)OCC(=O)Nc2ccc(OC)c(S(=O)(=O)N3CCCCC3)c2)cc1[N+](=O)[O-]	3%	0.6	35
Cc1ccc(NC(=O)COC(=O)c2ccc(S(=O)(=O)N3CCCC3)cc2)cc1	-5%	2.6	53

Record cards, as listed above. Order of values: Rac1 GTP hydrolysis, NTR1 ag, NTR1 ag cell count 20 µM
COc1ccc2[nH]c3c(c2c1)CCN1C(=O)C(CC(=O)NCCC2=CCCCC2)C[C@H](C(=O)N2CCOCC2)[C@@]31CCC1CCCC1 (stereo not given in full) is entered as 6%, 13, 79
CCN(CC)C(=O)[C@H]1C[C@H](CC(=O)NCCCn2ccnc2)C(=O)N2CCc3c([nH]c4cc(CCC(=O)N(C)C)ccc34)[C@]12C is entered as -2%, 0.2, 54

(further entries)
SMILES	Rac1 GTP hydrolysis	NTR1 ag	NTR1 ag cell count 20 µM
O=C(COc1ccccc1F)Nc1ccc(N2CCOCC2)cc1N1CCOCC1	6%	-0.2	53
O=C(NC1CCCCC1)c1cc2c(cc1Cl)N1CCCCCC1=NS2(=O)=O	4%	0.9	63
COc1cccc(C(=O)OCC(=O)c2ccc(S(=O)(=O)N3CCCCC3)cc2)c1OC	-1%	1.8	69
COc1ccc(OCC(=O)N/N=C/c2cccn2-c2cccc(C(=O)O)c2)cc1	14%	0.5	67
Cc1cccc(NC(=O)CN2CCN(CC(=O)NCC3(N4CCCCC4)CCCCC3)CC2)c1C	0%	0.5	54
O=C(CN1CCCC1c1ccc2c(c1)OCCO2)NC(=O)Nc1ccccc1F (stereo not given)	6%	2.2	35
C=CCC1[C@H](C)[C@H]2[C@@H]3CC[C@@H](C3)[C@H]2CN1S(=O)(=O)c1ccc(C)cc1 (stereo not given in full)	8%	2.9	53
O=C(COc1cc(Cl)ccc1Cl)N1CCNC1=O	7%	0.7	53
CCOC(=O)C1=CN(Cc2ccc(Br)cc2)S(=O)(=O)NC1C (stereo not given)	5%	0.2	72
Cc1ccc(COC(=O)CN2C(=O)NC3(CCCCC3C)C2=O)cc1 (stereo not given)	1%	-0.2	46

Bioassay records (PubChem BioAssay)

This is a subset; rates above refer to the full screens.
